Bioassay records from PubChem.
POLB inh: blocks human DNA polymerase beta activity. P06746. Pol beta primer extension/strand displacement, fluorescence kinetic. Potency, µM (doses to about 114 µM), for the others: at the highest dose activity change, negative = inhibition, actives largely listed as inhibitors. actives 1.3% (n = 340,000). AID 485314; note: % is set by controls: 0 for no effect and ±100 for the full control effect
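Pol beta (10 nM) was preincubated with compound for 15 min at room temperature. The reaction was then started with 50 nM substrate and read immediately and after a further 10 min at room temperature.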
BAZ2B block: BAZ2B (human) inhibition; Q9UIF8; AlphaScreen BAZ2B-H3K14Ac peptide displacement; Potency, µM (top dose mostly 114 µM), inactives show at the top dose activity change, negative = inhibition, usual class: inhibitors; actives 4.4% (n = 360,000); AID 504333; note: % is set by controls: 0 for no effect and ±100 for the full control effect; nearly all actives have a fitted effect of over 60% in size
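AlphaScreen displacement of biotin-H3(5-23)K14Ac peptide (50 nM final) from BAZ2B (50 nM final) in PBS pH 7.4, 0.01% Tween-20; complex preformed 30 min RT, then compounds (top 110 uM) 30 min RT, beads 20 min dark.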
BLM helicase inh: Bloom syndrome helicase (human) inhibition | recombinant BLM DNA unwinding, fluorescence dequenching | Potency, µM (series often up to 56.1 µM), for the others: at the highest dose activity change, negative = inhibition, most hits filed as inhibitors | actives 0.2% (n = 350,000) | AID 2528;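 note: plate controls were vehicle for no effect and no enzyme for full effect; nearly all actives have a fitted effect of over 35% in size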
G9a block: blocks human histone lysine methyltransferase G9a. Potency, µM (titrated, usually from 102 µM), without a hit: top-dose activity, negative = inhibition, most hits filed as inhibitors. actives 8.8% (n = 350,000). Q96KQ7. G9a H3K9 monomethylation, AlphaScreen, 2 h; note: % is set by controls: 0 for no effect and ±100 for the full control effect; nearly all actives have a fitted effect of over 75% in size
Target sequence (Q96KQ7 913-1193 limits assumed): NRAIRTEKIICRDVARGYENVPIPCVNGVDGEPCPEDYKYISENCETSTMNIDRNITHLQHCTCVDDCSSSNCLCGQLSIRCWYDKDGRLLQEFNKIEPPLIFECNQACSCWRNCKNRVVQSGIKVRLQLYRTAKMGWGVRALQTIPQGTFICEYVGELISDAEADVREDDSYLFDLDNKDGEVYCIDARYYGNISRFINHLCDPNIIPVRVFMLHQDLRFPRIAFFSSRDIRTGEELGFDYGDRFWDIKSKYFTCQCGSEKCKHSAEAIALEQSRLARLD
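Compounds were preincubated with 20 nM G9a for 15 min, after which biotinylated H3K9 peptide (500 nM) and SAM (20 uM) started a 2 h room-temperature reaction. Monomethylated product was quantified by antibody-based AlphaScreen chemiluminescence.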
Pol eta inh: inhibitors of human DNA polymerase eta; Q9Y253; recombinant Pol eta, fluorescent DNA replication assay; AID 588591; actives 1.2% (n = 390,000); Potency, µM (top dose mostly 114 µM), for inactives: at the top dose activity change, negative = inhibition, most hits filed as inhibitors; note: % is set by controls: 0 for no effect and ±100 for the full control effect
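Pol eta (10 nM) was preincubated with compounds for 15 min at room temperature, after which fluorescent replication substrate (50 nM final) was added to start the reaction. Fluorescence was read kinetically at 0 and 10 min.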
Pol iota inh: DNA polymerase iota (human) inhibition; Q9UNA4; Pol iota fluorescent replication assay, 10 min; Potency, µM (highest dose often 115 µM), without a hit: at the top dose activity, negative = inhibition, usual class: inhibitors; actives 1% (n = 390,000); AID 588590
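Pol iota at 10 nM preincubated 15 min with compounds at room temperature; reaction started with fluorescent substrate, 50 nM final. Fluorescence read kinetically at 0 and 10 min; buffer-only wells as negative control.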
POLK inh: inhibitors of human DNA polymerase kappa | Q9UBT6 | purified Pol kappa, fluorescent DNA synthesis assay, 10 min | Potency, µM (titrated, usually from 107 µM), inactives show at the highest dose activity, negative = inhibition, usual class: inhibitors | actives 0.53% (n = 400,000) | AID 588579; note: % is set by controls: 0 for no effect and ±100 for the full control effect
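Here, compound and 10 nM enzyme are combined for 15 min at room temperature; adding 50 nM substrate (final) starts DNA synthesis, tracked by fluorescence at 0 and 10 min against buffer-only wells.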
JMJD2A Tudor: JMJD2A Tudor domain (human) inhibition; actives 4.4% (n = 390,000); Potency, µM (series often up to 114 µM), for the others: at the top dose activity change, negative = inhibition, most hits filed as inhibitors; O75164; AlphaScreen JMJD2A-Tudor / H3K4me3 peptide binding; note: % is set by controls: 0 for no effect and ±100 for the full control effect; nearly all actives have a fitted effect of over 50% in size
APE1 inh: APE1 (human) endonuclease inhibition. recombinant APE1, TAMRA/BHQ-2 abasic DNA cleavage fluorescence. Potency, µM (titrated, usually from 65.8 µM), without a hit: at the top dose activity change, negative = inhibition, most hits filed as inhibitors. actives 0.35% (n = 350,000). AID 2517;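 note: plate controls were vehicle for no effect and reference inhibitor for full effect; nearly all actives have a fitted effect of over 55% in size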
Target sequence (P27695 whole entry, looked up): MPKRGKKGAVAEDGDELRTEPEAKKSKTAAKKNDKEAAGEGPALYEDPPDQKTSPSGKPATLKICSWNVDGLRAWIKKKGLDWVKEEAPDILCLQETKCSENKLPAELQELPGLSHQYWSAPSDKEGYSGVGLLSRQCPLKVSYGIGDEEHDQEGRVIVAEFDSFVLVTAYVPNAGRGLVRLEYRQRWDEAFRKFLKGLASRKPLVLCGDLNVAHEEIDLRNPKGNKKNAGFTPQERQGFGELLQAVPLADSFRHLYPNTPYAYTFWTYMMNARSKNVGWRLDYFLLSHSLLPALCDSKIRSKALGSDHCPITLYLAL
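0.75 nM APE1 + cpd, 15 min RT; start w/ 50 nM TAMRA/BHQ-2 THF-abasic dsDNA; kinetic fluor 525/598 nm ×3 reads @60 s; Δ(read3−read1); normalized to DMSO and NSC13755 control wells.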
* marks the source's active call; other numbers are inactive results; ? = inconclusive; nt = no result given; [ ] = dose if it differs, or a comment. Calls come from the whole dose curve; as a rule, active = well fitted curve in the direction sought with a large enough effect; inconclusive = small, poorly fitted or top-dose-only effect, or another doubt; inactive = no such curve, though single readings can be large; an effect the other way counts as inactive or inconclusive. Potency is the fitted concentration of half-maximal effect. Some of the compounds tested, so the mix of outcomes need not match the whole.

smiles,POLB inh,BAZ2B block,BLM helicase inh,G9a block,Pol eta inh,Pol iota inh,POLK inh,JMJD2A Tudor,APE1 inh
O=C(O)CCSc1nnc(CNc2ccc(Cl)cc2)n1Cc1ccccc1,0.2%,-1.7%,3.2%,?,-18.8%,133.0%[activator],-10.7%,-4.9%,-1.4%
Cc1cc(C)cc(N(CC(=O)NC(C)(C)C)C(=O)CCC(=O)Nc2ccccn2)c1,112.6%,?,-2.7%,nt,-1.9%,15.5%,-0.7%,-8.2%,-7.7%
COc1ccc(S(=O)(=O)N2CCC(C(=O)NC(C)CCc3ccccc3)CC2)cc1 (stereo not given),44.2%,-10.8%,-3.5%,13.1%,-3.8%,13.7%,-8.5%,-9.9%,-11.2%
N#Cc1ccc(CN2CCN(C(=O)c3ccccc3)CC2)c(Cl)c1,-14.0%,11.3%,-2.2%,?,-8.6%,10.3%,-3.4%,-5.9%,7.1%
Cc1ccc(S(=O)(=O)/N=C2/NC(=O)/C(=C/c3ccccc3)S2)cc1,?,?,-16.9%,50.1µM*,?,?,-4.4%,-18.9%,0.0%
COc1ccc(C(=O)NCCNC(=O)c2cnccn2)cc1,-2.4%,1.2%,-6.6%,-2.7%,9.1%,-13.7%,2.2%,-4.6%,6.5%
COc1ccc2c(C)cc(SCC(=O)NCCN3C(=O)CSC3=O)nc2c1,26.1%[57.1 µM],-0.8%,-5.3%,-8.4%,-14.2%,-3.1%,-4.0%,-2.4%,-1.4%
CCOC(=O)C1C(c2ccc(Cl)cc2)NC(=S)NC1(O)C(F)(F)F (stereo not given),41.7%,12.4%,-4.4%,-1.5%,-12.7%,8.1%,-13.4%,-9.2%,20.9%
CCOC(=O)Cc1csc(NC(=O)c2c(-c3c(F)cccc3Cl)noc2C)n1,-23.3%,-7.9%,-1.7%,-3.5%[12.7 µM],-16.8%,-12.8%,-14.2%,-20.4%,0.0%
O=C1C2CC=CCC2C(=O)N1c1n[nH]c(-c2ccccc2)n1 (stereo not given),-8.1%,-1.5%,3.3%,24.0%[12.7 µM],-1.2%,1.8%,3.9%,-19.8%,-0.9%
Cc1ccc(C(=O)N2CCN(c3ccc(N4CCOCC4)nn3)CC2)cc1C,nt,9.5%,nt,-9.8%,-6.4%,18.8%,-11.6%,-14.2%,-0.3%
CCS(=O)(=O)Nc1ccc(C2=NN(C(=O)c3ccco3)C(c3ccc(Cl)o3)C2)cc1 (stereo not given),nt,nt,nt,nt,-3.9%,-0.8%,-5.6%,-17.8%,-11.4%
COc1cccc(-c2ccc3ncnc(NC4CC4)c3c2)c1,nt,nt,-5.5%,-2.6%[0.501 µM],nt,nt,0.8%[60.1 µM],nt,4.3%
COc1ccccc1NC(=O)c1cc2cc3ccc(OC)c(Cl)c3nc2s1,2.82µM*,79.4µM*,-26.2%,28.2µM*,?,-27.0%,-8.5%[60.1 µM],56.2µM*,nt
Cc1ccc(NC(=S)N(CCN(C)C)Cc2cccs2)c(C)c1,7.2%,-24.1%,-7.7%,39.8µM*,-22.7%,83.9%[activator],-1.4%,-5.1%,14.4%
CCN(C(=O)COC(=O)C1CC1C)c1c(N)n(Cc2ccccc2)c(=O)[nH]c1=O (stereo not given),nt,7.0%,nt,?,-16.3%,14.0%,-4.4%,2.7%,16.5%
COc1ccc(NCc2n[nH]c(=O)c3ccccc23)cc1,-14.4%,-31.1%,-3.3%,?,8.7%,17.6%,-7.0%,-29.9%,-0.1%
CCOc1nc2cnccc2n(CC(=O)Nc2c(C)cccc2CC)c1=O,?,-15.2%,2.1%,71.6%[activator],-24.1%,14.4%,-1.4%,10.1%,59.2%[activator]
COc1cccc(C(=O)NCCS(=O)(=O)N(C)C2CCCCC2)c1,nt,-5.9%,nt,22.4µM*,-12.9%,15.5%,-19.4%,-9.3%,10.5%
Cc1ccc(C(=O)N2CCCCC2)cc1S(=O)(=O)N1CCCC1,7.9%,-1.0%,-1.0%,83.1%[activator],-27.9%,36.2%[activator],-7.7%,-17.0%,51.6%[activator]
CCCc1cc(N2CCC(C(N)=O)CC2)nc(-c2ccccc2)n1,1.6%,-7.7%,-0.6%,nt,-13.3%,33.2%[activator],-4.5%,-6.3%,-11.6%
COC(=O)[C@@H]1[C@@H](C)N(Cc2ccccc2)C(=O)N[C@H]1c1cccc(C(F)(F)F)c1,16.8%,3.9%,-1.5%[12.4 µM],14.2%[59 µM],-14.4%,-1.5%,-7.9%,-9.8%,-2.5%[12.4 µM]
CC(=O)c1ccc(S(=O)(=O)N2CCN(C(=O)CSC(=S)N3CCCC3)CC2)cc1,nt,-5.3%,nt,5.4%,-21.1%,23.2%,-10.1%,-22.1%,-0.8%
Cc1ccc(N(C)C(=O)C2CCCN(c3ncnc4c3nc3n4CCCCC3)C2)cc1C (stereo not given),0.3%,-29.2%,-0.1%,-37.9%[59 µM],-7.6%,-2.6%,-9.5%,-29.4%,nt
CS(=O)(=O)N1N=C(c2cccs2)CC1c1ccco1 (stereo not given),-26.9%,?,-9.2%,6.3%[12.7 µM],-6.4%,?,-14.2%,-29.1%,1.0%
Cc1ccccc1NC(=O)c1cc(S(=O)(=O)c2ccccc2)ccc1Cl,?,3.5%,-3.6%,5.8%[2.33 µM],-12.7%,-3.4%,-4.0%,-6.6%,3.4%
O=C(O)c1ccc(S(=O)(=O)c2ccccc2)s1,nt,nt,nt,nt,-14.6%,14.4%,-4.7%,-17.2%,nt
CCN(CCCNC(=O)CN1N=C(c2ccc(C)cc2)CCC1=O)c1ccccc1,?,14.1µM*,-7.0%,10µM*,-10.8%,-27.1%,-2.0%[60.1 µM],56.2µM*,nt
C/C(=N\NC(=O)CNC(=O)C1COc2ccccc2O1)c1ccco1 (stereo not given),11.0%,-7.2%,-2.5%,-4.2%,-19.9%,49.0%[activator],5.6%,-11.2%,-8.9%
C/C(=C\c1ccccc1)C(=O)NCCCn1ccnc1,-18.0%,-17.6%,0.2%,-0.1%,-13.0%,8.9%,5.9%,-7.8%,1.1%
Cc1ccc(CNC(=O)c2nc(SCc3ccc(C)cc3)ncc2Cl)cc1,6.6%,-0.4%,-2.5%,-18.9%[59 µM],-8.3%,13.8%,-10.4%,-11.9%,nt
CCOC(=O)C1CCN(C(=O)CN2C(=O)c3ccccc3Sc3ncccc32)CC1,4.5%,-11.2%[57.1 µM],3.4%,19.2%,-20.8%,29.7%,2.4%,-15.5%,30.4%
CNC(=S)Nc1cccc(-c2cnc3ccccc3n2)c1,-11.1%,-23.8%,1.3%,-25.1%,-12.7%,26.1%,7.2%,-21.1%,6.7%
COc1ccc(-n2nnnc2S(=O)(=O)Cc2ccc(C(=O)O)cc2)cc1,0.3%,33.1%,7.0%,-39.3%[12.7 µM],-1.7%,?,-25.2%,-19.4%,?
COc1ccccc1NC(=O)C(=O)c1cc(C)n(-c2cc(C)cc(C)c2)c1C,6.2%,3.1%,-3.2%,-26.6%[59 µM],-23.4%,7.5%,-0.6%,0.3%,nt
O=C(Cn1cc([N+](=O)[O-])cn1)N1N=C(C(F)F)CC1(O)C(F)F (stereo not given),15.1%,5.1%,-13.8%,5.7%[59 µM],3.4%,25.1%,-6.6%,-26.1%,0.8%
COc1ccccc1CNS(=O)(=O)c1c(C)nc2sc(C)cn2c1=O,-1.6%,-18.3%,0.3%,1.4%[59 µM],-15.6%,29.1%,-0.7%,4.8%,nt
CC(C)(C)c1cccc(P(=O)(c2ccccc2)c2ccccc2)c1O,11.9%,-1.4%,-4.1%,-1.4%,-18.6%,60.2%[activator],-6.8%,-15.8%,-2.0%
CCc1nc(SCc2ccc([N+](=O)[O-])cc2)n[nH]1,10.2%,3.8%,-11.0%,-0.7%,-8.1%,16.4%,-8.1%,-15.5%,2.2%
C=CCOc1ccc2c(c1)c(=O)cc(C(=O)O)n2CC,?,-6.3%,-0.6%,44.7µM*,2.3%,9.3%,1.6%,-13.4%,1.1%

In another format: two of the compounds above.
Results follow in this order: POLB inh	BAZ2B block	BLM helicase inh	G9a block	Pol eta inh	Pol iota inh	POLK inh	JMJD2A Tudor	APE1 inh
CCN(CCCNC(=O)CN1N=C(c2ccc(C)cc2)CCC1=O)c1ccccc1
  ?	14.1µM*	-7.0%	10µM*	-10.8%	-27.1%	-2.0%[60.1 µM]	56.2µM*	nt
C/C(=N\NC(=O)CNC(=O)C1COc2ccccc2O1)c1ccco1 (stereo not given)
  11.0%	-7.2%	-2.5%	-4.2%	-19.9%	49.0%[activator]	5.6%	-11.2%	-8.9%

Remaining list, next part
smiles,POLB inh,BAZ2B block,BLM helicase inh,G9a block,Pol eta inh,Pol iota inh,POLK inh,JMJD2A Tudor,APE1 inh
COc1cc(NC(=O)C2CCCO2)c(OC)cc1Cl (stereo not given),9.0%,4.9%,0.8%,17.8%[59 µM],0.4%,13.8%,-5.3%,-15.8%,0.7%
Cn1c(=O)c2c(-c3ccc(Cl)cc3)n(CCc3ccccc3)cc2n(C)c1=O,-1.9%,?,-10.9%,-30.7%[59 µM],-11.6%,?,5.7%,?,nt
N/C(=N\OC(=O)COc1ccc(Cl)cc1)c1cccnc1,-4.7%,9.4%,0.5%,-6.5%,-19.3%,23.8%,-3.3%,-8.1%,-8.8%
COc1ccccc1NS(=O)(=O)c1cccc(NC(=O)Nc2ccccc2)c1,11.0%,-13.5%,-8.8%,22.4%[59 µM],-9.9%,6.5%,-19.3%,-34.0%,-5.1%
O=C(CNC1CCCC1)Nc1ccc(S(=O)(=O)N2CCCCC2)cc1,45.8%,2.9%,-0.3%,-2.3%[59 µM],-10.0%,142.9%[activator],-10.2%,-9.8%,3.2%[12.4 µM]
CC(C)CNC(=O)COC(=O)c1ccccc1SCC(=O)NCC(C)C,12.4%,-4.5%,-0.3%,-23.7%,-20.6%,181.5%[activator],-6.6%,-8.4%,-0.4%
CCCN1CCC(=O)N([C@H](CN=[N+]=[N-])CC(C)C)CC1,42.9%,-3.2%,3.3%,nt,-11.7%,16.9%,-4.6%,-25.0%,10.5%
